# Screening results: PubChem, National Center for Advancing Translational Sciences (NCATS)
# IL-1B inflam inh: inhibitors of inflammasome signaling (IL-1 beta secretion); actives 4.7% (n = 360,000); THP-1 LPS/ATP IL-1B secretion, AlphaLISA, 16 h; hits give low values; activity change, % at 57.5 µM; AID 743279; in the data active = activity change below about -50%; inconclusive = mostly about -30% to -49%; note: % is set by controls: 0 for no effect and ±100 for the full control effect
#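 THP-1 cells pretreated 1 hr with compounds (up to 57.5 uM final), then stimulated with LPS (250 ng/mL final) plus ATP (1.25 mM final); secreted IL-1B measured by AlphaLISA after 16 hr, decreased signal indicating inhibition.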
# ATXN viability: viability counter-screen for ATXN expression inhibitors | S2 cells (HEK-293 line with an ATXN2-luciferase reporter) viability, CellTiter-Fluor protease fluorescence, 24 h | Potency, µM (doses to about 56.7 µM), most hits filed as cytotoxic | actives 0.49% (n = 400,000); note: potency is the fitted concentration of half-maximal effect; nearly all actives have a fitted effect of over 40% in size
# ATXN2 expr inh: inhibitors of ATXN2 expression; HEK-293 ATXN2-luciferase reporter, luminescence, 24 h; actives 0.72% (n = 360,000); Potency, µM (top dose mostly 57 µM), inactives show top-dose activity change, negative = inhibition, usual class: inhibitors; note: potency is the fitted concentration of half-maximal effect; % is set by controls: 0 for no effect and ±100 for the full control effect; nearly all actives have a fitted effect of over 55% in size
#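 ATXN2-luciferase reporter cells (luciferase flanked by upstream and downstream ATXN2 gene portions) were treated 24 h at 37 °C with compounds at up to 57 uM. SteadyGlo luminescence gave expression; GF-AFC fluorescence gave viability.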
# A549 viability: A549 cytotoxicity, counter-screen for Nrf2 inhibitors | actives 0.16% (n = 390,000) | AID 504648 | Potency, µM (highest dose often 46 µM), without a hit: top-dose activity change, negative = cytotoxicity, most hits filed as inhibitors | A549 ARE-Fluc cells, CellTiter-Fluor viability, 18-24 h; note: potency is the fitted concentration of half-maximal effect; % is set by controls: 0 for no effect and ±100 for the full control effect
#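 A549 ARE_Fluc cells in 5% FBS OPTI-MEM were exposed to compounds in concentration-response for 18-24 h at 37 deg C. Viability was read by CellTiter-Fluor fluorescence (Ex 405/Em 525) after 30 min, before the luciferase read.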
# Nrf2 block: Nrf2 pathway inhibition | Potency, µM (highest dose often 46 µM), for inactives: top-dose activity change, negative = inhibition, usual class: inhibitors | actives 2.1% (n = 360,000) | A549 ARE-Fluc reporter, luciferase luminescence, 18-24 h; note: potency is the fitted concentration of half-maximal effect; % is set by controls: 0 for no effect and ±100 for the full control effect; nearly all actives have a fitted effect of over 60% in size
#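 Concentration-response testing used A549 ARE_Fluc cells at 5000 cells/well. Following an 18-24 h compound incubation, viability was read by fluorescence (Ex 405/Em 525) and luciferase output by luminescence.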
# MCF10A rereplic: induces DNA re-replication in MCF 10a normal breast cells. Potency, µM (highest dose often 46.1 µM), inactives show top-dose activity, positive = re-replication, most hits filed as activators. actives 2.9% (n = 350,000). MCF 10A DNA re-replication, Hoechst nuclear intensity, 48 h; note: potency is the fitted concentration of half-maximal effect; % of control where 0% means no effect; nearly all actives have a fitted effect of over 50% in size
# HepG2 viability: kills HepG2 cells in TGF-b inhibitor counter-screen; actives 0.76% (n = 410,000); HepG2 CAGA-GFP viability, ATP luminescence, 18 h; AID 588856; Potency, µM (top dose mostly 46.1 µM), inactives show top-dose activity change, negative = cytotoxicity, most hits filed as cytotoxic; note: potency is the fitted concentration of half-maximal effect; some results filed as inactive show a strong effect at the top dose
#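 CellTiter-Glo luminescence gave cytotoxicity after 18 hours at 37 degrees C. The cells were HepG2 CAGA-GFP in 1% FBS DMEM, stimulated with 500 pg/mL TGF-beta after compound addition. %Activity was normalised to no-cell wells (complete cell-killing) and DMSO (no toxicity), and curves were fitted and classified.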
# TGFb SMAD3 inh: TGF-b pathway inhibition; HepG2 CAGA-GFP TGF-b/SMAD3 reporter, GFP fluorescence, 18 h; TGF-beta stimulated, 500 pg/mL final; Potency, µM (doses to about 46.1 µM), inactives show at the top dose activity, negative = inhibition, hits mostly inhibitors; actives 1.2% (n = 410,000); note: potency is the fitted concentration of half-maximal effect; % is set by controls: 0 for no effect and ±100 for the full control effect; nearly all actives have a fitted effect of over 65% in size
#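 Using HEPG2 CAGA-GFP reporter cells at 1000 cells/well, we pinned test compounds, stimulated with recombinant TGF-beta (500 pg/mL final) and measured total well GFP after 18 h.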
# Nrf2 ARE act: Nrf2 pathway activation; AREc32 ARE-luciferase reporter (MCF7-derived line), luminescence, 24 h; Potency, µM (highest dose often 46.1 µM), for inactives: top-dose activation, hits mostly activators; actives 0.31% (n = 410,000); AID 624171; note: potency is the fitted concentration of half-maximal effect; % of control where 0% means no effect; nearly all actives have a fitted effect of over 65% in size
#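 ARE-driven firefly luciferase activity in AREc32 cells measured after a 24 hr compound exposure at 37 deg C, using Steady-Glo reagent and a 30 min room-temperature hold.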
# Starred values were filed as active, the others as inactive; i = inactive; u = inconclusive; x = no result given; [ ] = another dose, or the depositor's remark. Unless noted, calls come from the whole dose curve; as a rule, active = well fitted curve in the direction sought with a large enough effect; inconclusive = small, poorly fitted or top-dose-only effect, or another doubt; inactive = no such curve, though single readings can be large; an effect the other way counts as inactive or inconclusive.
no.	SMILES	IL-1B inflam inh	ATXN viability	ATXN2 expr inh	A549 viability	Nrf2 block
1	CCc1ccc(-c2csc3ncn(Cc4ccc(C(=O)O)cc4)c(=O)c23)cc1	44	i	3%	11%	9%
2	COc1ccc(CNC(=O)Cn2cnc3c(SC)nc(N)nc32)cc1	39	i	-11%	-3%	u
3	CCOc1ccc(NC(=O)CC2C(=O)N(CC)C(=S)N2CCNC(C)=O)cc1 (stereo not given)	14	i	-12%	4%	4%
4	CC(C)CNC(=O)[C@H](Cc1ccccc1)NC(=O)c1ccco1	6	i	14%	-11%	1%
5	CC(C)C(=O)N1CCC(CN=CC2=C(O)CC(C)(C)CC2=O)CC1	-14	i	1%	-8%	6%
6	Cc1c(Cl)cccc1NC(=O)CNCc1ccccc1F	-2	i	-24%[11.3 µM]	2%	0%
7	O=C(/C=C1\SC(=O)NC1=O)Nc1ccc(C(=O)O)cc1	0	i	5%	-3%	10%
8	Cc1c(Cc2ccccc2)c(=O)oc2cc(O)cc(O)c12	u	x	-11%	15%	-3%

no.	MCF10A rereplic	HepG2 viability	TGFb SMAD3 inh	Nrf2 ARE act
1	1%	0%	8%	0.3%[9.22 µM]
2	-3%	7%	-14%	3.8%
3	-3%	-25%	0%	-0.1%
4	12%	2%	7%	1.4%
5	2%	2%	11%	-0.9%
6	0%	-7%	-1%	-0.2%
7	0%	1%	0%	-0.1%
8	u	-21%	-15%	0.1%

# Four compounds picked at random from the list so far, as already listed:
no.	SMILES	IL-1B inflam inh	ATXN viability	ATXN2 expr inh	A549 viability	Nrf2 block
2	COc1ccc(CNC(=O)Cn2cnc3c(SC)nc(N)nc32)cc1	39	i	-11%	-3%	u
4	CC(C)CNC(=O)[C@H](Cc1ccccc1)NC(=O)c1ccco1	6	i	14%	-11%	1%
5	CC(C)C(=O)N1CCC(CN=CC2=C(O)CC(C)(C)CC2=O)CC1	-14	i	1%	-8%	6%
7	O=C(/C=C1\SC(=O)NC1=O)Nc1ccc(C(=O)O)cc1	0	i	5%	-3%	10%

no.	MCF10A rereplic	HepG2 viability	TGFb SMAD3 inh	Nrf2 ARE act
2	-3%	7%	-14%	3.8%
4	12%	2%	7%	1.4%
5	2%	2%	11%	-0.9%
7	0%	1%	0%	-0.1%

# Carrying on.
no.	SMILES	IL-1B inflam inh	ATXN viability	ATXN2 expr inh	A549 viability	Nrf2 block
9	COc1ccccc1S(=O)(=O)N(C)C[C@H]1OCc2cnnn2CCCC(=O)N([C@H](C)CO)C[C@H]1C	-13	i	1%	x	x
10	COc1cc(CCC(=O)OCC(=O)Nc2c(F)cccc2F)cc(OC)c1OC	28	i	-10%	2%	-34%
11	CCOc1ccc(CNC(=O)CS(=O)(=O)Cc2nc(-c3ccc(OC)cc3)oc2C)cc1	40	i	-1%	0%	-5%
12	COc1ccccc1N(CCC#N)C(=S)Nc1ccc(S(=O)(=O)N2CCOCC2)cc1	-3	i	-4%	-3%	-12%
13	O=C(OC1CO[C@H]2O[C@@H]1[C@H](OC(=O)c1ccccc1)[C@H]2OC(=O)c1ccccc1)c1ccccc1 (stereo not given in full)	4	i	-10%	4%	-2%
14	CC1=C(C(=O)Nc2ccccc2)C(c2cc(CN3CCOCC3)cs2)C2=C(CCCC2=O)N1 (stereo not given)	8	i	-29%	-1%	5%
15	Cc1ccc(-c2nc3ccccc3[nH]2)cn1	-6	i	17%	1%	u
16	CC(=O)c1ccc(NC(=O)N2CCN(c3ccc(C)cc3)C(C)C2)cc1 (stereo not given)	-4	i	x	-4%	-25%

no.	MCF10A rereplic	HepG2 viability	TGFb SMAD3 inh	Nrf2 ARE act
9	x	-2%	-1%	0.2%
10	-3%	7%	-15%	0.3%
11	0%	-20%	-18%	0.4%
12	1%	4%	9%	0.6%
13	-2%	15%	-14%	0.2%
14	-3%	-30%	6%	2.2%
15	-1%	-53%	4%	5.5%
16	6%	5%	-2%	4.9%

# (further entries)
no.	SMILES	IL-1B inflam inh	ATXN viability	ATXN2 expr inh	A549 viability	Nrf2 block
17	Cc1cc(CN(C)C(=O)c2ccc(OC3CCN(S(=O)(=O)N(C)C)CC3)cc2)n[nH]1	30	i	-2%	0%	0%
18	O=C(Nc1ccc(Oc2ccsc2C(=O)O)cc1)c1ccccc1F	12	i	x	0%	9%
19	COc1ccc([N+](=O)[O-])cc1NC(=O)C1CCCCC1C(=O)O (stereo not given)	8	i	-4%	-5%	-13%
20	Cc1ccc(NC(=O)CSc2nc3ncc(Cl)cc3[nH]2)c(C)c1	-5	i	-8%	-1%	-23%
21	Cn1c(=O)[nH]c(=O)c2c1nc(N1CCCCCC1)n2Cc1cccc2ccccc12	-14	x	u	-1%	0%
22	Cn1c(CN2CCOCC2)nc2cc(NC(=O)c3ccc(F)cc3)ccc21	u	i	-17%	-1%	u
23	NC(=O)C1CCN(c2nc(-c3cccnc3)cs2)CC1	x	i	8%	-4%	3%
24	Cc1cc(-c2ccco2)n(CC(=O)O)n1	4	i	4%	-2%	1%

no.	MCF10A rereplic	HepG2 viability	TGFb SMAD3 inh	Nrf2 ARE act
17	-5%	2%	-1%	0.2%
18	-3%	7%	23%	4.1%
19	93%	12%	-2%	0.0%
20	u	4%	3%	0.1%
21	u	4%	-9%	0.3%
22	12%	-24%	-7%	0.7%
23	0%	-52%	2%	3.3%
24	22%	5%	3%	0.1%

# Next entries:
no.	SMILES	IL-1B inflam inh	ATXN viability	ATXN2 expr inh	A549 viability	Nrf2 block
25	Cc1ccc(C(=O)Nc2ccc(O)cc2C(=O)O)cc1C	u	i	-21%	7%	x
26	CCCNC(=O)C1(C)CCCN(C(=O)c2ccc(OC)cc2OC)C1 (stereo not given)	0	i	0%	x	x
27	CCOc1ccc(NC(=S)NC23CC4CC(CC(C4)C2)C3)cc1	12	u	-19%	0%	8%
28	O=C(CC1SC(N2CCCCC2)=NC1=O)Nc1cccc(C(=O)Nc2ncccc2O)c1 (stereo not given)	51	i	30%	-5%	3%
29	CCOc1ccc(CNC(=O)CCC(=O)n2ncc3ccc(Cl)cc32)cc1	9	i	-15%	6%	19%
30	CCS(=O)(=O)N1CCC(C(=O)Oc2ccc(C)c(C)c2)CC1	12	i	x	-7%	-4%
31	COc1cc2c(cc1NC(=O)COC(=O)/C=C/c1ccccc1)oc1ccccc12	3	x	u	3%	0%
32	Cc1cc(NC(=O)CSc2nc3c(c(=O)n2-c2ccccc2)SC(C)C3)no1 (stereo not given)	-2	i	2%	-5%	-20%

no.	MCF10A rereplic	HepG2 viability	TGFb SMAD3 inh	Nrf2 ARE act
25	11%	-14%	-2%	0.3%
26	x	-2%	14%	0.1%
27	-2%	1%	8%	-0.1%
28	-3%	4%	0%	17%
29	2%	4%	16%	2.4%
30	10%	10%	20%	-0.3%
31	18%	-4%	-3%	4.0%
32	12%	1%	3%	0.0%

# Additional results:
no.	SMILES	IL-1B inflam inh	ATXN viability	ATXN2 expr inh	A549 viability	Nrf2 block
33	CN(CC(=O)Nc1ccc(F)c(F)c1F)C(=O)C1COc2ccccc2O1 (stereo not given)	5	u	3%	-1%	-7%
34	NC(=O)CSc1nnc(-c2cccnc2)n1Cc1ccccc1	12	i	5%	12%	6%
35	O=C(Cn1cc(C(F)(F)F)cc(Cl)c1=O)NCCc1ccc(Cl)cc1Cl	6	i	-10%	8%	3%
36	CCn1nc(NC(=O)c2ccncc2)c2cc3cccc(C)c3nc21	-17	i	-1%	-6%	-1%
37	CC(=O)O[C@@H]1[C@H]2[C@@H](C[C@@H](C)[C@@H]3C=CC(=O)[C@@]13C)OC(=O)[C@@H]2C	u	i	-2%	1%	-25%
38	Cc1cc(/C=C(/C#N)c2cccc(F)c2)c(C)n1-c1cccnc1	-89*	i	7%	2%	u
39	CN(C)S(=O)(=O)c1cccc(NC(=S)NCc2ccco2)c1	7	i	5%	1%	0%
40	C=CCN1N=C(/C=C/c2ccccc2)CCC1=O	-4	u	-6%	-2%	0%

no.	MCF10A rereplic	HepG2 viability	TGFb SMAD3 inh	Nrf2 ARE act
33	-21%	1%	6%	-0.4%
34	-26%	-28%	-14%	0.1%
35	-2%	3%	17%	0.3%
36	29%	2%	-1%	0.0%
37	-43%[inhibitor]	-25%	-1%	0.4%
38	u	-31%	u	14%
39	0%	-20%	-13%	3.0%
40	-5%	-5%	-2%	0.6%

# Later entries.
no.	SMILES	IL-1B inflam inh	ATXN viability	ATXN2 expr inh	A549 viability	Nrf2 block
41	O=C(c1ccc(NS(=O)(=O)c2ccc3[nH]c(=O)[nH]c3c2)cc1)N1CCN(c2ccccc2)CC1	-11	i	-14%	1%	-2%
42	Cc1ccc(S(=O)(=O)N2CCCN(S(=O)(=O)c3ccc4ccccc4c3)CC2)cc1	-16	i	-27%	0%	u
43	Cc1ccc(C)c(N(C(=O)Cn2nnc(-c3cccs3)n2)C(C(=O)NC2CCCC2)c2ccncc2)c1 (stereo not given)	-11	i	1%	-4%	7%
44	O=C(CSc1n[nH]c(-c2ccncc2)n1)Nc1ccccn1	39	i	-13%	13%	x
45	O=C(OCCC1Oc2cccnc2NC1=O)c1ccc(Cl)cc1 (stereo not given)	0	i	5%	4%	10%
46	CCc1ccc(N2CC(C(=O)OC)CC2=O)cc1 (stereo not given)	-3	i	-4%	3%	3%
47	C#CCOCCOCCOCCNc1nc(N2CCN(C(=O)[C@H](CCCCN)n3cc([C@@H](N)C(C)CC)nn3)CC2)nc(N2CCN(C(=O)[C@H](Cc3cc4ccccc4[nH]3)n3cc([C@@H](N)C(C)CC)nn3)CC2)n1 (stereo not given in full)	0	i	12%	-4%	4%
48	COc1ccccc1CNC(=O)C(NC(=O)C1CCCCC1)C(C)C (stereo not given)	4	i	2%	0%	-22%

no.	MCF10A rereplic	HepG2 viability	TGFb SMAD3 inh	Nrf2 ARE act
41	10%	6%	0%	0.2%
42	8%	3%	-2%	-0.1%
43	-180%[0.0737 µM]	7%	-3%	0.3%
44	13%	0%	11µM*	0.0%
45	7%	17%	3%	2.6%
46	5%	-1%	-3%	1.4%
47	11%	10%	-7%	-0.3%
48	-2%	4%	5%	0.3%

# This is a random part of the collection; overall some 8.8% were active at least once.
